MLL CXXC-DNA inh – blocks binding of human MLL CXXC domain to DNA. Potency, µM (titrated, usually from 115 µM), inactives show top-dose activity change, negative = inhibition, most hits filed as inhibitors. MLL-CXXC / FITC-HOXA9 DNA fluorescence polarization. Q03164. AID 2662. hit rate 0.037% among 290,000; active = well fitted inhibition curve with a large enough effect in the polarisation, with a control signal flat, not every such curve was filed as active; inconclusive = small, poorly fitted or top-dose-only effect, or effect the other way, or a change in a side signal; inactive = no such curve, though single readings can be large or run the other way; the % refers to the polarisation; note: potency is the fitted concentration of half-maximal effect
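Fluorescence polarization: 7 uM MLL-CXXC (stock) preincubated 5 min with compounds, then 50 nM fluorescein-HOX-A9 DNA (stock) added; 30 min ambient. Buffer 50 mM Tris-HCl pH 7.5, 50 mM NaCl, 1 mM DTT, 0.05% BSA.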
TSG101-PTAP inh – blocks PTAP/TSG101 interaction to inhibit HIV-1 budding | Q99816 | Fluorescence polarization, FITC-PTAP peptide / Tsg101 binding | Potency, µM (top dose mostly 115 µM), without a hit: at the highest dose activity change, negative = inhibition, most hits filed as inhibitors | 340,000 tested, under 10 active | AID 493005; active = well fitted inhibition curve with a large enough effect in the main read-out, with a control signal flat, not every such curve was filed as active; inconclusive = small, poorly fitted or top-dose-only effect, or effect the other way, or a change in a side signal; inactive = no such curve, though single readings can be large or run the other way; note: potency is the fitted concentration of half-maximal effect; % of control where 0% means no effect
Target sequence (Q99816 whole entry, looked up): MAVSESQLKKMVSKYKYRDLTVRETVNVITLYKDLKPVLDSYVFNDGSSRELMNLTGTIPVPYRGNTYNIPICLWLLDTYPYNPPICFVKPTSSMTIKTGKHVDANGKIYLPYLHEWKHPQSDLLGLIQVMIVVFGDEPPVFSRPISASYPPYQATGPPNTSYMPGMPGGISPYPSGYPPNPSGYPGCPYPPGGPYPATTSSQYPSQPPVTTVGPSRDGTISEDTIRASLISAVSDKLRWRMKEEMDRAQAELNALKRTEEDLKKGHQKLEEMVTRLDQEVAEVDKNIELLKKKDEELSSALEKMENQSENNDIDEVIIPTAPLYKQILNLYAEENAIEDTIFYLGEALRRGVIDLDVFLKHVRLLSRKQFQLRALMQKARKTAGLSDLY
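FP read-out: FITC-PTAP peptide, 50 nM final, binding Tsg101 binding domain, 10 uM final; 20 min, r.t.; 10 mM HEPES pH 7.5, 0.15 M NaCl, 0.01% Tween 20, 3 mM EDTA, 0.1 mM TCEP.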
ELG1 repair inh – blocks ELG1-dependent DNA repair in HEK293T cells; HEK293T ELG1-luciferase reporter, luminescence, 16 h; DNA damage induced by 5-fluorouridine; Potency, µM (doses to about 46.1 µM), for the others: at the highest dose activity change, negative = inhibition, actives largely listed as inhibitors; hit rate 2.3% among 330,000; note: potency is the fitted concentration of half-maximal effect; % is set by controls: 0 for no effect and ±100 for the full control effect; nearly all actives have a fitted effect of over 55% in size
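Reporter activity after DNA damage by 5-fluorouridine is monitored. Compound-treated cells incubate 16 hr at 37 °C, then ONE-Glo is added for 30 min before luminescence reading.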
TRPV1 agonist – agonists of human vanilloid receptor 1 (TRPV1); AID 540275; hit rate 0.19% among 320,000; TRPV1-expressing cells, Fluo-8 calcium influx, agonist mode; activation, % at 8.33 µM; Q8NER1; in the data active = activation above about 80%; inconclusive = between about 30% and that limit; note: 0% is about no effect
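TRPV1-expressing cells were cultured overnight at 35.5C and loaded with Fluo-8 calcium dye for 40 to 90 min at room temperature. After a 10 s baseline, compound was added and calcium influx was read kinetically for 3 min (ex 480/em 520 nm).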
TCR activator – activates T cell receptor signaling; primary human leukocytes, anti-CD3, IL-2 HTRF, 48 h; Potency, µM (series often up to 9.22 µM), inactives show top-dose activation of IL-2 secretion, most hits filed as activators; 330,000 tested, under 10 active; AID 504894; note: % of control where 0% means no effect
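48 hr co-incubation of compounds, a-CD3 beads and primary human leukocytes; IL-2 quantified homogeneously by HTRF with anti-IL-2 K and d2 conjugates.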
BRCA1 expr act – increases BRCA1 expression; Potency, µM (top dose mostly 46.1 µM), without a hit: at the top dose activation, most hits filed as activators; AID 624202; hit rate 1.1% among 380,000; MCF7-BRCA1-FFLuc reporter, luminescence, 48 h; response scale: scaled: vehicle 0%, 10 µM genistein 100%; note: potency is the fitted concentration of half-maximal effect; nearly all actives have a fitted effect of over 80% in size; some results filed as inactive show a strong effect at the top dose
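MCF7-BRCA1-FFLuc cells, 2000/well in phenol-red-free MEM, attached 2 h then treated 48 h at 37 C. Luciferase luminescence read 15 min after reagent; normalized to genistein maximum activation (10microM) and DMSO, concentration-response fitted.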
a7 integrin act – activates integrin-mediated alleviation for muscular dystrophy | alpha7betagal myoblasts, beta-gal FDG fluorescence, 48 h | Potency, µM (top dose mostly 38.3 µM), for inactives: at the top dose activation, usual class: activators | hit rate 0.064% among 350,000;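 note: potency is the fitted concentration of half-maximal effect; 100% = response of the positive control SU9516; nearly all actives have a fitted effect of over 60% in size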
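alpha7betagal+/- myoblasts (passage 13, 250/well) treated 48 h at 37C with compounds at 1:260 dilution of DMSO stock. Lysed, then beta-galactosidase activity read as FDG fluorescence (ex 480/em 540) after 30 min, with pre-read for autofluorescence.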
p53 reactivation – restores transcriptional activity of mutant p53; H1299 p53-A138V BP100-luciferase reporter, luminescence, 24 h; Potency, µM (doses to about 92.2 µM), for the others: at the highest dose activity change, positive = activation, most hits filed as activators; hit rate 0.063% among 320,000; AID 504706; note: potency is the fitted concentration of half-maximal effect; % of control where 0% means no effect; nearly all actives have a fitted effect of over 45% in size
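p53-null H1299 cells stably carrying temperature-sensitive p53-A138V and a BP100-luciferase reporter were pinned with compounds (4-point, 1:5 series) and held 24 hrs at 37 deg C. Luminescence was read 10 min after detection reagent.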
B2AR arrestin – beta2AR (human) beta-arrestin recruitment activity. P07550. beta-arrestin recruitment to beta2AR, cell-based reporter. Potency, µM (series often up to 46.1 µM), inactives show at the highest dose activation, most hits filed as activators. hit rate 0.02% among 330,000. AID 492947;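 note: potency is the fitted concentration of half-maximal effect; 0% = DMSO controls and full agonism = EC100 isoproterenol or metaproterenol; nearly all actives have a fitted effect of over 65% in size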
Target sequence (P07550 whole entry, looked up): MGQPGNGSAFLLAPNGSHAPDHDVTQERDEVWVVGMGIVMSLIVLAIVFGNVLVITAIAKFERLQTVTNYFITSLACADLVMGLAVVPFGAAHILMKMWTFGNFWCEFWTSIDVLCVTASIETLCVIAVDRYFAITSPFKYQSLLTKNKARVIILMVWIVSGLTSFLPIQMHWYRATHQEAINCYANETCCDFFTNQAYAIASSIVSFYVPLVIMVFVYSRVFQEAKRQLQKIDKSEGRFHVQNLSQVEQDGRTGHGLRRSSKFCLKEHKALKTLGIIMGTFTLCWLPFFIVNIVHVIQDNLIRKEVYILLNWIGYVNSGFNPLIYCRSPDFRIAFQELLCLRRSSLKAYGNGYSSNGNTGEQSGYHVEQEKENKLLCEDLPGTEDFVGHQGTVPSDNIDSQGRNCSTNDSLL
AT treatment – potential ataxia-telangiectasia treatments restoring KAP-1 phosphorylation; […] A-T fibroblasts, KAP-1 phosphorylation AlphaLISA; neocarzinostatin DNA damage 30 min before lysis; Potency, µM (titrated, usually from 57.5 µM), inactives show at the highest dose activation, most hits filed as activators; hit rate 0.19% among 320,000; AID 485349; note: potency is the fitted concentration of half-maximal effect; % of control where 0% means no effect; nearly all actives have a fitted effect of over 45% in size
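hTERT-immortalized A-T patient fibroblasts ([…]), 500 cells/well in OPTI-MEM, 1% FBS, got compounds for 60 min, then NCS for 30 min at 37C. Lysates were then assayed for phospho-KAP-1 by AlphaLISA (anti-pKAP1 donor, anti-KAP1 acceptor beads), 6 hr at 25C.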
* marks the source's active call; other numbers are inactive results; ? = inconclusive; / = no result given; [ ] = another dose, or the depositor's remark. Unless noted, calls come from the whole dose curve; as a rule, active = well fitted curve in the direction sought with a large enough effect; inconclusive = small, poorly fitted or top-dose-only effect, or another doubt; inactive = no such curve, though single readings can be large; an effect the other way counts as inactive or inconclusive.

SMILES | MLL CXXC-DNA inh | TSG101-PTAP inh | ELG1 repair inh | TRPV1 agonist | TCR activator | BRCA1 expr act | a7 integrin act | p53 reactivation | B2AR arrestin | AT treatment
CCOC(=O)CCCNC(=O)COC(=O)c1cc(Br)c(Br)s1 | 8% | -2% | 5% | 3 | -5% | 1% | 0% | -4% | -0.2% | -2%
CCOC(=O)c1cccc(NC(=O)/C(=C\c2ccccc2)NC(=O)c2ccccc2Cl)c1 | -9% | -3% | -11% | 0 | 5% | 5% | -16% | 8% | -1.0% | 8%
COC(=O)CC1C(=O)NCCN1C(=O)c1ccccc1 (configuration not stated) | 4% | -7% | 1% | 1 | -2% | -23% | 3% | 1% | -0.2% | 11%
CN(CC(=O)Nc1ccccc1C(F)(F)F)C(=O)c1ccc(-c2ccc(Cl)cc2)o1 | / | -2% | -2% | 1 | 0% | -11% | -20% | -4% | 0.0% | 12%
Cc1c(Br)cc(C(=O)N2CCN(CCO)CC2)c(C)c1C | -3% | -5% | 3% | 1 | 1% | 5% | 9% | 3% | 0.1% | -11%
COCC(=O)N1CCC(Oc2ccc(C(=O)NCCc3ccncc3)cc2)CC1 | 8% | -2% | 0% | -9 | 1% | -7% | -20% | 1% | -0.3% | -8%
O=C(O)CCn1c(Cc2ccccc2)nc2ccccc21 | 0% | 0% | 9% | -2 | / | -5% | 13% | 26% | -0.7% | 17%
Cc1ccccc1NC(=S)NC(=O)CCc1ccccc1 | 1% | -3% | 0% | -3 | 3% | 12% | 17% | 7% | 0.7% | 0%
O=C(N/N=C\c1ccncc1)c1ccccc1O | -3% | 0% | ? | 8 | -1% | 76% | 10% | 14% | 0.2% | 3%
Nc1ccc[n+](CC(=O)c2ccccc2)c1 | 9% | -5% | -31% | 0 | / | 0% | ? | / | -1.1% | -6%
Cc1[nH]nc2c1C(c1ccccn1)N(c1ccc(Br)cc1)C2=O (configuration not stated) | 0% | -13% | 13% | -2 | 5% | 4% | 2% | 6% | -0.9% | 4%
O=[N+]([O-])c1ccc(N2CCN(CCO)CC2)cc1Sc1nc2ccccc2[nH]1 | 7% | -12% | -7% | -2 | -7% | -9% | -23% | -7% | -1.5% | -14%
COc1ccc(-c2ccnc(SCC(=O)Nc3ccccn3)n2)cc1 | -10% | -3% | -20% | -2 | -1%[46.1 µM] | -14% | 9% | -2% | 0.3% | 2%
CCOC(=O)c1oc2ccccc2c1NC(=O)c1cccs1 | 6% | 5% | -1% | -4 | 5% | -6% | -25% | 0% | -0.4% | 11%
Cc1nc(NS(=O)(=O)c2ccccc2)sc1C(=O)NN | -3% | -3% | 3% | -2 | -2% | -4% | 30% | -3% | 0.2% | 3%
CCOC(=O)C1=C(C)NC(=S)NC1c1ccc(C)s1 (configuration not stated) | ? | 0% | 18% | 2 | -3% | -1% | 8% | -5% | -0.1% | 4%
C=CCc1c(C)nc(-c2ccccc2)nc1Nc1ccccc1O | -1% | -3% | ? | 11 | 2%[46.1 µM] | -32% | 40% | 20% | -1.5% | 12%
CN(C)S(=O)(=O)c1ccc(C(=O)OCC(=O)c2ccc3c(c2)NC(=O)CO3)cc1 | 6% | 1% | 20% | -2 | 2% | -9% | -1% | 4% | -0.3% | -2%
O=C(N/N=C/c1c[nH]c2ccccc12)c1cc(Br)ccc1O | 8% | -5% | 20% | -2 | 0% | -2% | 25% | 7% | 0.5% | -6%
CC(C)CNC(=O)c1cccc(NC(=O)CSc2ccc(Cl)cc2)c1 | -10% | 0% | -13% | 1 | 0%[46.1 µM] | -27% | -10% | -2% | 0.4% | -2%
CCCn1c(=N)c(S(=O)(=O)c2ccccc2)cc2c(=O)n3cccc(C)c3nc21 | -5% | ? | -6% | ? | 3% | -1% | -32% | 5% | -0.1% | -2%
N#Cc1c(C#N)c(SSc2c(C#N)c(C#N)c(N)n2-c2ccccc2)n(-c2ccccc2)c1N | / | 3% | / | / | 0% | -7% | 6% | / | / | /
CC(C)(C)c1ccc(C(=O)Nc2ccc([N+](=O)[O-])cn2)cc1 | 4% | 2% | ? | ? | -1%[46.1 µM] | ? | 13% | 46% | -0.6% | 2%
COc1cc2c(cc1OC)C(COc1ccc(F)cc1)N(C(C)=O)CC2 (configuration not stated) | 8% | -7% | ? | 5 | 3% | -31% | -33% | -4% | -0.1% | -4%
O=C(Nc1cccc(S(=O)(=O)N2CCCCC2)c1)c1ccc2ccccc2n1 | -10% | 2% | -12% | 17 | 3%[46.1 µM] | -24% | -7% | 11% | 0.1% | 4%
Additional entries follow.
SMILES | MLL CXXC-DNA inh | TSG101-PTAP inh | ELG1 repair inh | TRPV1 agonist | TCR activator | BRCA1 expr act | a7 integrin act | p53 reactivation | B2AR arrestin | AT treatment
COc1ccccc1OCC(=O)O/N=C(\N)c1ccccn1 | 1% | -2% | ? | -5 | -2% | ? | -5% | ? | -0.2% | -4%
C/C=C(/C)C(=O)Nc1cccc(C2=NOC3(C2)C[C@@H](C(N)=O)N(C(=O)c2ccc(OC)cc2)C3)c1 (some centres not stated) | -2% | 0% | -3% | 9 | -1% | -7% | -1% | 1% | 0.0% | 6%
Cc1ccc(S(=O)(=O)N2CCCC2)cc1C(=O)NCC(C)(C)N1CCOCC1 | / | 1% | ? | -7 | -6% | 15% | 15% | -2% | -1.1% | 7%
Cn1ccnc1SCc1cn2ccccc2n1 | -1% | -2% | ? | 1 | 0% | ? | 2% | ? | 0.6% | 8%
COc1ccc(S(=O)Cc2ccc(C(=O)NCc3cccc(OC)c3)o2)cc1 (configuration not stated) | -4% | -2% | 3% | 0 | -4% | -1% | 18% | -2% | -0.7% | 0%
COc1cccc2sc(N(CCCN(C)C)C(=O)C(c3ccccc3)c3ccccc3)nc12 | 0% | -4% | -8% | 11 | 7% | -67% | -77%[inhibitor] | -4% | -0.5% | 20%
COc1ccc(Cl)cc1C(=O)NNC(=O)c1nn(C)c(=O)c2ccccc12 | / | 0% | ? | / | / | -47% | -33% | -6% | -1.2% | -2%
COc1ccc(CCN2C(=O)CC(Cc3ccc(C)cc3)C2=O)cc1OC (configuration not stated) | -7% | -1% | -5% | 14 | 5% | -1% | -9% | 0% | 0.3% | -8%[11.5 µM]
C#CCOCCOCCOCCNc1nc(N2CCN(C(=O)[C@H](C(C)C)n3cc(CCO)nn3)CC2)nc(N2CCN(C(=O)[C@H](C)n3cc(CCCN=C(N)N)nn3)CC2)n1 | / | -1% | / | / | 1% | 6% | 2% | / | / | /
S=C1NC(c2ccccc2)=NCN1c1ccccc1 | 5% | -3% | ? | 3 | -1% | 62% | -4% | 6% | -1.3% | 3%
COc1cccc(OCC(=O)N2CCCc3ccccc32)c1 | 8% | -4% | 0% | 13 | -2% | 35% | 0% | 7% | -0.2% | -3%
COc1cc(OC)c2c3c(c(C4CCCCC4)nc2c1)CCC3 | / | -2% | / | / | 0% | -22% | 10% | / | / | /
C=CCNCC(=O)Nc1sc2c(c1C(=O)Nc1ccc(OC)cc1OC)CCC2 | 2% | -2% | 21µM* | 7 | -510% | -21% | ? | -2% | 0.0% | -4%
COc1ccc(NC(=O)N[C@@H](CCSC)C(=O)O)cc1Cl | 2% | 3% | 3% | 1 | 2% | -16% | -1% | 1% | -0.1% | ?
CN(C)S(=O)(=O)Oc1cccc(C(=O)Nc2ccc(Cl)c(Cl)c2)c1 | 2% | 0% | ? | -6 | 10% | -75% | -67%[inhibitor] | ? | -0.2% | 5%
C/C(=N\NC(=O)c1cccc([N+](=O)[O-])c1)c1cccnc1 | 4% | -3% | -2% | -2 | -1% | -23% | -12% | -1% | -1.0% | 11%
CC1(c2cccc(Br)c2)NC(=O)N(CC(=O)N2CCN(C(=O)c3ccco3)CC2)C1=O (configuration not stated) | / | -1% | 14% | -3 | -1% | -10% | -7% | 11% | 0.2% | 2%
O=c1ccc(-c2ccc(S(=O)(=O)N3CCN(c4cccc(Cl)c4)CC3)o2)n[nH]1 | 32%[activator] | -5% | 0% | -5 | -56% | -1% | 33% | 3% | 0.3% | -5%
Cc1cc(NC(=O)CN(C)S(=O)(=O)c2cccc(Cl)c2)no1 | 38%[activator] | 1% | 4% | 4 | -8% | -1% | 2% | -4% | -0.2% | ?
O=C(CCC1CCCN(C(=O)c2cccs2)C1)N1CCN(c2ccccn2)CC1 (configuration not stated) | -1% | 1% | ? | -1 | -2% | -30% | -3% | 0% | 0.0% | 7%
O=C(NCC1CCCO1)c1onc(CSc2ccc(F)c(F)c2)c1C(=O)O (configuration not stated) | -14% | -4% | -2% | 2 | -5% | 4% | -10% | 2% | -0.3% | 7%

Screens as filed in PubChem.
